Compound activity as filed in PubChem BioAssay.
PP1 inh – PP1-alpha (human) inhibition in PP5 counter-screen. P62136. purified PP1alpha, OMFP fluorescence. inhibition, % at 6.7 µM. 320,000 tested, 0.9% active;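 active means inhibition above the mean inhibition of all tested compounds plus 3 SD, computed separately for each screening campaign, cut at about 15% in these data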
Target sequence (P62136 whole entry, looked up): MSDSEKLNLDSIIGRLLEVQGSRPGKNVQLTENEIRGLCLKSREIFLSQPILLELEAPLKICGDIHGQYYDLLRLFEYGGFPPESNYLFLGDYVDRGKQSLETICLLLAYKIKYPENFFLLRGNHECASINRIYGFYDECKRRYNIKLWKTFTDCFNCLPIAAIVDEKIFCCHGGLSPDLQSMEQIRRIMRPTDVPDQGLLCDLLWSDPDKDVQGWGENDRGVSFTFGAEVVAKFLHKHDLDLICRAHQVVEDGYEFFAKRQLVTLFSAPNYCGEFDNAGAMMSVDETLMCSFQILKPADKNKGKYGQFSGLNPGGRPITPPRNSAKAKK
EBNA-1 inhibitor – blocks EBNA-1 binding to DNA; EBNA-1 DNA binding, fluorescence polarization; 300,000 tested, 0.34% active; AID 1950; inhibition, % at 14.8 µM; in the data active means inhibition above about 28%
PREPL inh – inhibitors of human prolyl oligopeptidase-like enzyme PREPL | AID 2751 | recombinant PREPL, fluorescence polarization activity-based probe | inhibition, % at 5.96 µM | Q4J6C6 | 320,000 tested, 0.68% active; in the data active means inhibition above about 43%;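 further: 0% = enzyme with DMSO and 100% = wells lacking enzyme; many of its hits are not listed in these tables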
PP5 inh – blocks human protein phosphatase 5 activity; P53041; purified PP5c, OMFP substrate fluorescence; inhibition, % at 6.7 µM; 320,000 tested, 0.18% active; AID 1987;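 active means inhibition above the campaign's mean inhibition across all tested compounds plus 3 SD, cut at about 9.5% in these data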;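 further: 0% = DMSO only and 100% = 100 µM cantharidin control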
Fh CTSL1 inh – cathepsin L1 inhibition, PFM18AAP counter-screen. recombinant F. hepatica cathepsin L1, Z-Leu-Arg-MCA fluorescence. inhibition, % at 5.96 µM. 300,000 tested, 0.49% active. AID 1906;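 active means inhibition above the mean of all tested compounds plus 3 SD, set per screening campaign, cut at about 17% in these data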;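 further: 0% = plate median of test compound wells and 100% = 1 µM Z-Phe-Ala-diazomethylketone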
TPT1 inhibitor – blocks Candida albicans tRNA 2'-phosphotransferase; inhibition, % at 5 µM; 300,000 tested, 0.81% active; AID 1962; recombinant caTPT1, FP RNA substrate dephosphorylation;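 active means inhibition above the mean of all tested compounds plus 3 SD, set per screening campaign, cut at about 24% in these data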;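 further: plate controls were DMSO alone for no effect and ferristatin control at 100 nM for full effect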
Efflux pump inh – antifungal efflux pump inhibition, Nile Red retention; S. cerevisiae Candida pump triplex; inhibition, % at 10 µM; 330,000 tested, 0.44% active;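 active means plate passing quality check with inhibition over a set limit, or well fluorescence over plate mean plus 4 SD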;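 further: Nile Red retained in pooled yeast measured as flow cytometry median fluorescence; 0% = buffer negative control and 100% = Enniatin B positive control; higher means more Nile Red kept so more efflux inhibition; some compounds called inactive have numbers as strong as hits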
HCV core dimer – blocks dimerization of HCV core protein. TR-FRET GST/Flag-core106 dimerization, 1536-well. inhibition, % at 5 µM. 300,000 tested, 0.33% active;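 active means inhibition above the mean of all tested compounds plus 3 SD, set per screening campaign, cut at about 45% in these data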
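Assay system: tagged HCV core106 pair (GST and Flag); medium: KF-containing HEPES buffer, pH 7.45, DTT, CHAPS, BSA; also added: Eu donor and XL665 acceptor anti-tag antibodies; dosing: 5 µM single dose; timing: compound-protein-antibody incubation 4 h at 22.5 °C; signal: TR-FRET 671 and 617 nm emission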
ZTA counter – blocks Epstein-Barr virus ZTA, an EBNA-1 counter-screen; P03206; ZTA-DNA binding, fluorescence polarization; inhibition, % at 11 µM; 320,000 tested, 0.15% active; in the data active means inhibition above about 33%
Target sequence (P03206 whole entry, looked up): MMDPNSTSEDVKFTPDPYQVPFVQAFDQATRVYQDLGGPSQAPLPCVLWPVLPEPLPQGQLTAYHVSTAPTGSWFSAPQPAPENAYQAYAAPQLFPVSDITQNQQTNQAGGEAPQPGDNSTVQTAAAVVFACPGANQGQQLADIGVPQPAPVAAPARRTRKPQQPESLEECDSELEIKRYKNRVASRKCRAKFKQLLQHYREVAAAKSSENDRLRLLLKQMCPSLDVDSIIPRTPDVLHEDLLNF
The depositor's hits bear a star; . = no result given.

No.	Structure	Fh CTSL1 inh	EBNA-1 inhibitor	ZTA counter	PP1 inh	HCV core dimer	Efflux pump inh	PP5 inh	PREPL inh	TPT1 inhibitor
1	OC(COCC1CC=CCC1)Cn1cnc2ccccc21 (stereo not drawn)	1	-5	-10	-6	0	0.0	0.6	3	-5
2	CC(CNC(=O)C(=O)NC(C)CCc1ccccc1)Cc1ccccc1 (stereo not drawn)	-1	-9	-1	0	3	0.1	3.0	5	-2
3	C/C(CCC(C)C)=N\NS(=O)(=O)c1ccc(C)c([N+](=O)[O-])c1	-2	0	-5	0	-1	-0.1	1.4	8	-1
4	Cc1nn(CC(=O)NCCc2ccccc2)c(=O)c2ccccc12	-5	-8	-16	-5	6	0.0	-1.2	14	0
5	COc1cccc(-c2nnc3n2N=C(c2cccc(Br)c2)CS3)c1	-1	23	8	-5	4	0.0	-0.9	4	-2
6	COC(=O)c1cn(NC(=O)Cn2nc([N+](=O)[O-])c(Br)c2C)c(=O)c2ccccc12	0	-2	-2	-4	5	0.2	-3.8	0	3
7	CCOC(=O)c1ccc2c(c1)n(CC)c(C)[n+]2CC	-4	-7	4	-3	-2	0.0	-1.2	4	1
8	CCCC(=O)NC(c1cccs1)c1cc([N+](=O)[O-])c2cccnc2c1O (stereo not drawn)	3	2	7	18*	3	-0.3	2.6	1	-1
9	CCc1ccc(/C=C2\CN(CC)Cc3c2nc2ccccc2c3C(=O)O)cc1	5	10	15	10	2	0.1	2.0	34	4
10	CC1(C)Oc2ccc3ccc(=O)oc3c2C[C@H]1O	4	11	16	6	11	0.0	1.1	6	-4
11	COC(=O)c1ccc(COC(=O)c2cnccn2)cc1	-1	1	-3	0	-1	0.1	0.7	0	-3
12	COc1ccc(CCNC(=O)c2cccc(S(=O)(=O)N3CCCCCC3)c2)cc1	.	.	3	-1	.	0.1	1.5	14	.
13	Cc1ccc(S(=O)(=O)N2CCOCC2)cc1NC(=O)COC(=O)CCC(=O)c1cccs1	-18	1	12	-2	-3	-0.1	-3.3	4	1
14	COc1ccc(Nc2nc(C(F)(F)F)nc(C)c2C#N)cc1	-1	6	7	1	3	-0.1	0.6	2	-3
15	COc1ccc(NC(=O)CSc2nnnn2-c2ccccc2F)cc1	-3	-5	6	-3	2	0.4	-0.6	-9	2
16	O=C(Nc1cccc2cccnc12)c1ccc2c(c1)OCCO2	1	-9	3	0	-1	0.3	0.7	8	0
17	Cc1cccc(N2CCN(c3nc4ccccc4n4cnnc34)CC2)c1C	5	10	5	-2	0	0.1	-1.3	10	0
18	Cc1nc(SCCO)c2oc3ccccc3c2n1	3	-12	-3	1	-10	0.1	2.0	10	1
19	COc1ccccc1CNC(=O)C1CC2Cn3c(nc4cc(C)c(C)cc43)C2N1C (stereo not drawn)	-7	-2	-22	0	-17	-0.2	2.0	6	-3
20	Cc1ccc(S(=O)(=O)N2CCC(C(=O)NCCc3ccc(S(N)(=O)=O)cc3)CC2)cc1	-1	5	4	-2	-3	-0.1	4.2	12	-2
21	O=[N+]([O-])c1cccc(-c2nnc3n2CCCCC3)c1	-2	1	-10	-1	-14	-0.5	1.9	12	-2
22	c1ccc(-c2nc3ccccc3[nH]2)nc1	3	-4	-17	2	-6	-0.1	-0.7	12	-1
23	CC(=O)c1c(N2CCCCC2)nc(=O)n(-c2ccccc2)c1C	0	-1	-4	5	-3	-0.2	0.7	5	-4
24	Cc1nn(CC(=O)N2CCCc3ccccc32)c(C)c1[N+](=O)[O-]	4	9	-6	-4	-2	-0.1	4.0	11	-1
25	CCOC(=O)N1CCC(NC(=O)c2cccc3c2C(=O)N(Cc2cccnc2)C3)CC1	0	-15	3	2	2	0.2	4.8	9	-1
26	COC(=O)c1ccc(NC(=O)Cc2ccc(F)cc2)cc1	-3	-4	-11	0	-4	-0.1	-1.6	6	-5
27	O=C(CSc1nc(Nc2ccccc2)nc(N2CCOCC2)n1)Nc1ccccc1Cl	-3	5	-8	-4	-2	0.0	0.7	4	-1
28	O=Cc1cc(Br)c(OC(=O)N2CCOCC2)c(Br)c1	4	2	3	-1	1	-0.1	1.0	7	1
29	O=[N+]([O-])c1cccc(/C=C/c2nc[nH]c2[N+](=O)[O-])c1	0	-8	10	0	2	0.1	3.6	45*	1
30	CCC(c1nnnn1C(C)(C)CC)N(CCCN1CCOCC1)Cc1cc2cccc(C)c2[nH]c1=O (stereo not drawn)	-3	-1	-8	-3	-2	-0.1	7.2	6	-3
31	Cn1c(=O)n(C)c2cc(NS(=O)(=O)c3ccc(Br)s3)ccc21	-1	-2	7	-5	-1	-0.2	0.2	1	-2
32	CCOC(=O)COc1ccccc1/C=C1\NC(=O)NC1=O	2	-8	-3	-3	-1	0.1	-0.1	-2	-2
33	C/C(Cn1nnc([N+](=O)[O-])n1)=N\NC(=O)c1ccc(O)cc1	4	-4	-8	-3	2	-0.1	0.0	-3	-3
34	O=C(CC(C(=O)N1CCc2ccccc21)n1ccnc1)NCc1ccccc1 (stereo not drawn)	-1	-2	-11	1	-3	1.5	0.4	-8	-5
35	Cc1ccc(/C=N/NC(=O)c2nnn(-c3nonc3N)c2CN(C)C)o1	2	-5	8	3	-9	0.1	1.7	9	-3
36	Cn1nc(-c2ccc(Cl)cc2)c2cc(C(=O)N3CCN(c4ccccc4)CC3)sc21	0	-9	-4	2	7	0.0	1.5	-6	-1
37	O=C(c1ccccc1)N(Nc1ccccc1)c1ccccc1	-3	-9	-1	-2	-4	0.1	4.6	-10	2
38	NC(=O)Cn1c(O)c(N=NC(=O)CNC(=O)/C=C/c2ccccc2)c2ccccc21	-2	8	5	-4	3	0.0	-2.5	30	1
39	Cc1ccc(S(=O)(=O)N2CCC(c3nnc(SCCN4CCCC4)n3C)CC2)cc1	-2	-4	-7	3	-2	0.0	0.8	3	-1
40	CCCn1c(SCC(=O)N2c3ccccc3Sc3ccccc32)nc2c1c(=O)n(C)c(=O)n2C	1	0	8	1	0	0.1	4.5	4	1

13 entries from above, with values under each structure.
The line under a structure holds: Fh CTSL1 inh, EBNA-1 inhibitor, ZTA counter, PP1 inh, HCV core dimer, Efflux pump inh, PP5 inh, PREPL inh, TPT1 inhibitor
#25 CCOC(=O)N1CCC(NC(=O)c2cccc3c2C(=O)N(Cc2cccnc2)C3)CC1
→ 0, -15, 3, 2, 2, 0.2, 4.8, 9, -1
#26 COC(=O)c1ccc(NC(=O)Cc2ccc(F)cc2)cc1
→ -3, -4, -11, 0, -4, -0.1, -1.6, 6, -5
#27 O=C(CSc1nc(Nc2ccccc2)nc(N2CCOCC2)n1)Nc1ccccc1Cl
→ -3, 5, -8, -4, -2, 0.0, 0.7, 4, -1
#28 O=Cc1cc(Br)c(OC(=O)N2CCOCC2)c(Br)c1
→ 4, 2, 3, -1, 1, -0.1, 1.0, 7, 1
#29 O=[N+]([O-])c1cccc(/C=C/c2nc[nH]c2[N+](=O)[O-])c1
→ 0, -8, 10, 0, 2, 0.1, 3.6, 45*, 1
#30 CCC(c1nnnn1C(C)(C)CC)N(CCCN1CCOCC1)Cc1cc2cccc(C)c2[nH]c1=O (stereo not drawn)
→ -3, -1, -8, -3, -2, -0.1, 7.2, 6, -3
#31 Cn1c(=O)n(C)c2cc(NS(=O)(=O)c3ccc(Br)s3)ccc21
→ -1, -2, 7, -5, -1, -0.2, 0.2, 1, -2
#32 CCOC(=O)COc1ccccc1/C=C1\NC(=O)NC1=O
→ 2, -8, -3, -3, -1, 0.1, -0.1, -2, -2
#33 C/C(Cn1nnc([N+](=O)[O-])n1)=N\NC(=O)c1ccc(O)cc1
→ 4, -4, -8, -3, 2, -0.1, 0.0, -3, -3
#34 O=C(CC(C(=O)N1CCc2ccccc21)n1ccnc1)NCc1ccccc1 (stereo not drawn)
→ -1, -2, -11, 1, -3, 1.5, 0.4, -8, -5
#35 Cc1ccc(/C=N/NC(=O)c2nnn(-c3nonc3N)c2CN(C)C)o1
→ 2, -5, 8, 3, -9, 0.1, 1.7, 9, -3
#36 Cn1nc(-c2ccc(Cl)cc2)c2cc(C(=O)N3CCN(c4ccccc4)CC3)sc21
→ 0, -9, -4, 2, 7, 0.0, 1.5, -6, -1
#37 O=C(c1ccccc1)N(Nc1ccccc1)c1ccccc1
→ -3, -9, -1, -2, -4, 0.1, 4.6, -10, 2

Continued:
No.	Structure	Fh CTSL1 inh	EBNA-1 inhibitor	ZTA counter	PP1 inh	HCV core dimer	Efflux pump inh	PP5 inh	PREPL inh	TPT1 inhibitor
41	O=C(CSc1nnc(Cc2cccs2)n1Cc1ccco1)Nc1ccc(Br)cc1	2	0	-16	3	15	-0.2	3.4	-35	3
42	O=C(O)c1cccc(S(=O)(=O)NNc2ccccc2C(F)(F)F)c1	-1	-14	1	-3	3	0.3	-1.2	-8	0
43	O=C(c1ccc2nccnc2c1)N1CCCC(Nc2ccc(F)c(F)c2)C1 (stereo not drawn)	0	0	-3	-2	-18	-0.1	4.9	23	-2
44	COC(=O)c1c(C)[nH]c(-c2csc(N)n2)c1C	0	-2	0	0	-12	-0.3	3.9	16	0
45	Nc1ncncc1-c1ccc(Cl)cc1	2	-10	1	1	0	0.0	-1.4	-3	1
46	CCOP(=O)(CN(CC)C(=O)c1ccccc1Br)OCC	1	4	7	-2	0	0.0	-2.0	6	0
47	COC1=CCC2([N+](=O)[O-])CN(CC(=O)O)CC1([N+](=O)[O-])C2 (stereo not drawn)	4	-8	-29	-2	-5	-0.3	-0.8	1	-1
48	O=C(CSc1nnnn1-c1ccccc1)Nc1ccccc1	1	4	9	0	11	-0.1	1.3	-1	0
49	COc1cc(/C=N/NC(=O)c2ccncc2)c([N+](=O)[O-])cc1OC	1	12	-4	-3	11	0.0	0.2	-3	-2
50	O=C(CSc1nc2ccccc2o1)Nc1ccccc1N1CCOCC1	-1	5	2	-2	8	-0.1	-0.1	4	1
51	CC1CCCN(c2cc3c(cc2[N+](=O)[O-])C(=O)N(c2ccccc2)C3=O)C1 (stereo not drawn)	2	5	5	1	7	-0.3	-1.3	4	0
52	CC(=O)Nc1cccc(NC(=O)CCNC(=O)c2ccc(Cl)cc2)c1	2	5	17	-3	-4	0.0	-1.0	-4	3
53	COc1ccc(OC)c(/C=N/NC(=O)CCc2c(C)n[nH]c2C)c1	2	1	8	-3	-3	0.4	-0.8	2	4
54	CCc1ccccc1NC(=O)CSC1=C(C#N)C(c2ccc3c(c2)OCO3)C2=C(CCCC2=O)N1 (stereo not drawn)	0	2	-16	2	-2	-0.1	0.2	16	12
55	Cn1ncc2c(Nc3ccc(-c4ccccc4)cc3)ncnc21	1	10	19	2	-3	0.1	2.8	38	0
56	COc1ccc(CC(=O)Nc2nc(-c3ccccc3)c(C(C)=O)s2)cc1OC	4	-13	6	2	2	-0.1	6.3	-2	1
57	O=C(Nc1ccc(-c2nc3ccccc3[nH]2)cc1)c1c(F)c(F)c(F)c(F)c1F	0	6	-4	-5	17	-0.4	-0.1	1	1
58	COc1ccc(C)cc1NC(=O)CN1C(=O)COc2ccc(C)cc21	2	4	-18	0	8	0.0	4.0	-4	1
59	COc1ccc(NC(=O)Nc2ccccc2C)c(OC)c1	-2	14	0	-1	-3	0.0	0.0	-1	-2

An excerpt, so the mix of outcomes need not match the whole.
